Source: PubChem
Shiga toxin inh – inhibitors of Shiga toxin in Vero cells; inhibition, % at 38.7 µM; Vero cells, Shiga toxin protein synthesis inhibition reporter; AID 2315; 9.2% of 290,000 active; in the data active = inhibition mostly above about 28%, no sharp cut-off; inactive = mostly below about 43%; also: 0% is about no effect
AMA1 RON2 block – disrupts binding of P. falciparum AMA1 to RON2; 0.2% of 360,000 active; Potency, µM (top dose mostly 58.2 µM), without a hit: top-dose activity change, negative = inhibition, usual class: inhibitors; AlphaScreen AMA1-biotinylated RON2 peptide binding;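 also: potency is read from the fitted curve at half-maximal effect; 0% = vehicle wells and -100% = peptide control; nearly all actives have a fitted effect of over 45% in size; some results filed as inactive show a strong effect at the top dose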
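AMA1 (3D7) with his tag at 25 nM final met compounds first, then biotinylated RON2 peptide at 25 nM; detection used donor plus acceptor beads, 10 µg/mL apiece, read by AlphaScreen after 30 min at room temperature.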
HCMV inh – blocks human cytomegalovirus replication; HFF cells, HCMV-luciferase reporter, 72 h; stronger effect = lower value; 4.5% of 410,000 active; activity change, negative = inhibition, % at 57.5 µM; in the data active = activity change below about -60%; inconclusive = no clear call, values can overlap the other calls; inactive = above about -39%; also: % is scaled to controls: 0 for no effect and ±100 for the full control effect
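Cell-based, HFFs, 1000 cells/well, 16 h 37C; cpds in DMSO + HCMV-luc, MOI 1 PFU/cell; 72 h 37C; OneGlo luminescence after 5 min RT; norm. to buffer vs Salinomycin 10uM.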
AmpC detergent – AmpC beta-lactamase inhibition with detergent present | 0.041% of 370,000 active | AID 485294 | P00811 | AmpC hydrolysis of nitrocefin, absorbance 480 nm, 0.01% Triton | Potency, µM (doses to about 114 µM), inactives show at the top dose activity change, negative = inhibition, hits mostly inhibitors;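 also: potency is read from the fitted curve at half-maximal effect; 0% = no-compound wells and -100% = no-enzyme wells; nearly all actives have a fitted effect of over 25% in size; some results filed as inactive show a strong effect at the top dose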
Target sequence (P00811 whole entry, looked up): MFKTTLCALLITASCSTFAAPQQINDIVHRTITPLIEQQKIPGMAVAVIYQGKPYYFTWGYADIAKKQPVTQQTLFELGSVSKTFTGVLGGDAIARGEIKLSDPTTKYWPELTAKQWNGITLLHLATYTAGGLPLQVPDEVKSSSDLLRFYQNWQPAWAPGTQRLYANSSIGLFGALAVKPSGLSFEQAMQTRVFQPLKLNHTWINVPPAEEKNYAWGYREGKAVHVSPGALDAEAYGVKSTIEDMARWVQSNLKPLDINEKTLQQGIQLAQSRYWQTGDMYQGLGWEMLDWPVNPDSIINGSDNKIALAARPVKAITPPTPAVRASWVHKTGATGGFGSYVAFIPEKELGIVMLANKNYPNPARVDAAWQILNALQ
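20 mM phosphate pH 7.0 + 0.01% (detergent screen) or 0.0001% Triton X-100; 5.3 nM AmpC reagent; cpd preinc 15 min RT; nitrocefin (800 uM stock) to start; A480 q20 s × 4 min; Activity was normalised to no-enzyme and no-compound control wells.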
Cycloheximide cs – affects cycloheximide protein synthesis inhibition readout, counter-screen | max response, % | cell reporter, cycloheximide protein synthesis inhibition counterscreen | 12% of 300,000 active; in the data active = max response mostly above about 13%, no sharp cut-off; inactive = mostly below about 14%; also: read at 38.3 µM for the half of the compounds with a filed dose; 0% is about no effect
Giardia FBPA inh – Giardia lamblia aldolase inhibition | A8B2U2 | purified Giardia FBPA | Potency, µM (top dose mostly 59.6 µM), for the others: at the highest dose activity, negative = inhibition, most hits filed as inhibitors | 0.71% of 290,000 active | AID 2451; also: potency is read from the fitted curve at half-maximal effect; % is scaled to controls: 0 for no effect and ±100 for the full control effect; nearly all actives have a fitted effect of over 55% in size
Target sequence (A8B2U2 whole entry, looked up): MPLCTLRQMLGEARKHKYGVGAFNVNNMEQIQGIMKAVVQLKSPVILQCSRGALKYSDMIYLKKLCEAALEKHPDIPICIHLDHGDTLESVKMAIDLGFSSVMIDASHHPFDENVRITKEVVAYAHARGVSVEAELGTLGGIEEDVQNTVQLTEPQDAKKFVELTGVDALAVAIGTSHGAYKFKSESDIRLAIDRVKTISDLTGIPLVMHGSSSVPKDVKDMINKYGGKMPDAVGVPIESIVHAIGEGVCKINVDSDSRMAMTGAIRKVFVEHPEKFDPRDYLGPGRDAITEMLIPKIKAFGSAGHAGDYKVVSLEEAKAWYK
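40 nM FBPA preincubated 10 min at RT with compound (up to 57.5 uM final), then substrate plus GAPDH/TPI/NAD/arsenate coupling and diaphorase/resazurin added. Fluorescence read after 20 min at RT, 525/598 nm.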
AmpC inh no detg – blocks E. coli AmpC beta-lactamase in detergent-free assay. AmpC nitrocefin hydrolysis, absorbance 480 nm, 0.0001% Triton. Potency, µM (top dose mostly 57.1 µM), inactives show at the highest dose activity change, negative = inhibition, hits mostly inhibitors. 0.52% of 330,000 active. AID 485341;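 also: potency is read from the fitted curve at half-maximal effect; plate controls were no compound for no effect and no enzyme for full effect; nearly all actives have a fitted effect of over 20% in size; some results filed as inactive show a strong effect at the top dose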
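AmpC (5.3 nM in the dispensed reagent) in 20 mM phosphate pH 7.0 with 0.01% (detergent screen) or 0.0001% Triton X-100 was preincubated with compounds for 15 min at room temperature. Nitrocefin was then added from an 800 uM solution, and hydrolysis was followed at 480 nm.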
An asterisk follows results filed as active; ? = inconclusive; . = not tested or not shown; & = joins results of further samples; ! = repeats disagree; [ ] = remark or other dose. Unless noted, calls follow the shape of the dose curve; as a rule, active = well fitted curve in the direction sought with a large enough effect; inconclusive = small, poorly fitted or top-dose-only effect, or another doubt; inactive = no such curve, though single readings can be large; an effect the other way counts as inactive or inconclusive.

Sequence of screens: Shiga toxin inh, AMA1 RON2 block, HCMV inh, AmpC detergent, Cycloheximide cs, Giardia FBPA inh, AmpC inh no detg
> CCNC(=S)N(Cc1ccc(OC)cc1)C1CC(=O)N(c2ccc(OCC)cc2)C1=O (stereo not given)
    -8.7, -7.0%, 21.8, ?, -1.4, -0.4%, 31.5%
> O=C(NCCc1ccccc1)c1coc(=O)c(Br)c1
    26.3, 16.4%, 26.8, 1.1%, 13.8*, -3.5%, -33.5%
> CCCCOC(=O)Nc1ccc(C(C)C)cc1
    86.2*, 7.1%, 41.6, ?, 40.1*, -11.9%, -24.5%
> Cc1nn(CC(=O)N2CCN(c3cccc(C(F)(F)F)c3)CC2)c(=O)c2cccn12
    1.3, -0.8%, -66.8*!, -0.3%&25.0%, 5.8, 2.2%, 76.9%[activator]
> Cc1c(NC(=O)c2n[nH]c(=O)c3ccccc23)c(=O)n(-c2ccccc2)n1C
    -10.4, -9.6%, 24.8, ?, 0.8, -8.4%, -2.6%
> O=C(Cc1cccs1)N/N=C/c1ccc(OCc2ccccc2)cc1
    -6.6, 11.0%, -20.7, -3.4%, -2.2, 5.8%, -40.4%
> CN(C(=O)COC(=O)c1cc(S(=O)(=O)N(C)C)ccc1Cl)C1CCS(=O)(=O)C1 (stereo not given)
    ., -0.5%, -13.5, 0.2%, ., ., -5.0%
> CCN(CC)c1ccc(/C=N/NC(=O)c2ccoc2C)cc1
    45.2*, 25.7%, 25.0, -6.5%, 24.5*, -9.4%, -34.4%
> O=C(CO)N/N=C/c1ccccc1F
    -18.2, -1.0%, -34.4, ?, -1.0, 1.0%, -2.6%
> CC(NC(=O)c1cc(F)c(F)cc1Cl)C1CC2CCC1C2 (stereo not given)
    -1.0, 3.3%, 4.9, ?, -3.1, 0.1%, -23.5%
> COc1cc(CO)ccc1OCC(=O)Nc1cccc2ccccc12
    -2.7, -2.2%, ?, 7.2%, -2.2, ., 14.1µM*
> O=C(c1ccc2ccccc2n1)N1CCN(c2ccccc2O)CC1
    88.4*, -8.7%, 52.2, 10.3%, 52.3*, -22.0%, 15.5%
> O=C(c1ccco1)N1CCN(c2c(-c3ccccc3)c3cc(Cl)ccc3[nH]c2=O)CC1
    -5.4, 2.3%, 10.3, ?, -1.1, -1.6%, 90.5%[activator]
> CC(C)CC(=O)NC(=S)Nc1ccc(CN2CCOCC2)cc1
    33.4*, -4.2%, 26.5, -0.5%, 11.0, -2.6%, 1.2%
> CCCCOC(=O)c1ccc(NC(=O)COC(=O)C2CSC3(C)CCC(=O)N23)cc1 (stereo not given)
    ., -16.1%, 17.2, 6.4%, ., ., 110.9%[activator]
> COc1ccc(N2CCN(C(=O)COC(=O)c3oc4ccc(OC)cc4c3C)CC2)cc1
    ., 5.7%, -7.2, ?, ., ., 29.8%
> C/C(=N\Nc1ccccc1)c1c(O)n(C)c(=O)n(C)c1=O
    10.5, 11.1%, -21.6, -0.6%, 4.2, -7.6%, 2.2%
> CSc1cccc(NC(=O)Cn2cccc2)c1
    4.7, -10.6%, -38.3, 4.1%, 5.8, 0.6%, -31.8%
> Cc1ccc(C(=O)Nc2ccccc2N2CCN(C(=O)C(C)C)CC2)cc1C
    29.5, -14.6%, -5.3, -4.2%, 13.8, -8.6%, 42.8%
> CCCOC(=O)/C=C/c1c(C)[nH]c(=O)[nH]c1=O
    -3.0, 2.9%, -16.2, -3.9%, -1.0, 1.6%, -11.0%
> CC(C(=O)Nc1ccccc1Sc1ccccc1)N(c1ccccc1)S(C)(=O)=O (stereo not given)
    -9.8, 25.2%, 5.3, ?, 1.1, -5.8%, 16.8%
> COc1ccc(C2CC(=O)Oc3c(C(CCN4CCCC(C)C4)c4ccc(N(C)C)cc4)c(OC)cc(OC)c32)cc1 (stereo not given)
    -17.6&5.5, 17.8µM*, -3.4, -3.5%, -4.2&-1.8, 3.7%&-12.3%, 181.9%[activator]
> CCN(C(=O)CSc1nccn1C)c1cccc2ccccc12
    ., 0.3%, 26.1, 7.9%, ., ., -9.2%
> C[C@]12c3[nH]c4ccc(Cl)cc4c3CCN1C(=O)[C@@H](CC(=O)NCc1cccc(C(F)(F)F)c1)C[C@@H]2C(=O)N1CCOCC1
    ., -14.4%, -14.6, ., ., ., 215.4%[activator]
> Cc1[nH]c2ccccc2c1/C=N/NC(=O)CNC(=O)c1ccco1
    -27.2, 5.5%, 16.6, -1.3%, -2.0, 0.6%, -24.5%
> Cc1ccc(-c2cnc(NC(=O)CCC(=O)N3CCCCC3)n2C)cc1
    32.4, 59.8%[activator], -7.4, -6.2%, 8.2, -2.4%, -4.6%
> O=C(NC(=S)NCc1nc2ccccc2[nH]1)c1ccc(F)cc1
    37.4, 59.4%[activator], -1.5, -3.9%, 28.1*, -17.7%, -48.5%
> CCCCSc1nnc2c(n1)[nH]c1ccccc12
    127.8*, -13.9%, -3.3, ?, 46.1*, -5.1%, -10.7%
> CN(CC(=O)Nc1ccc(F)c(F)c1F)C(=O)CC1OC(=O)c2ccccc21 (stereo not given)
    ., -20.6%, -22.8, -3.4%, ., ., -1.3%
> Nc1c(C(=O)NCc2ccco2)c2nc3ccccc3nc2n1CCN1CCOCC1
    -12.7, 49.7%[activator], -94.5*, 3.8%, -1.1, -24.4%, 110.5%[activator]
> Cn1c(SCC(=O)NCc2ccccc2)nnc1C1CC1
    15.4, -21.1%, 26.4, ?, -3.2, 1.1%, -16.4%
> CC1=C(C(=O)OCc2ccccc2)C(c2ccco2)n2ncnc2N1 (stereo not given)
    -12.0, -5.9%, -29.6, ?, -3.1, -7.6%, -22.4%
> COCCn1c(-c2ccc(OC)cc2)cnc1SCC(=O)Nc1cccc2ccccc12
    -5.7, ?, 38.5, -1.0%, 10.0, 1.2%, -0.2%
> O=C(COC(=O)/C=C/c1cccc(C(F)(F)F)c1)Nc1cccc2ccccc12
    -2.9, 1.6%, 24.1, 0.5%, -3.3, -2.8%, -33.3%
> CC1(C)Cc2cccc(OCC(=O)OCC(=O)Nc3ccc(C(N)=O)cc3)c2O1
    ., -2.6%, -19.4, ?, ., ., -13.8%
> O=C(NCc1ccco1)c1ccc(Cn2cc([N+](=O)[O-])cn2)o1
    -2.5, -9.3%, 20.4, -14.7%, 1.4, 4.7%, -24.3%
> Cc1nn(-c2ccc(C(=O)N3CCN(S(=O)(=O)c4ccccc4C(F)(F)F)CC3)cc2)c(C)c1Cl
    ., 9.9%, -23.3, 1.8%, ., ., 1.6%
> Cc1cccc(SCC(=O)Nc2ccccc2[N+](=O)[O-])c1
    38.1, -11.8%, ?, -7.3%, 16.2*, -3.2%, -21.2%
> Cn1c(=O)oc2cc(S(=O)(=O)N3CCN(c4ccccc4)CC3)ccc21
    -13.3, 5.2%, 26.2, ?, -1.2, 3.4%, 1.1%
> Cc1cccc2sc(N(CCCN(C)C)C(=O)c3ccc4ncsc4c3)nc12
    37.6*, -4.3%, 2.1, 3.2%, 19.7*, -25.3%, 54.7%
> COC(=O)COc1ccc(NS(=O)(=O)c2cccc([N+](=O)[O-])c2)cc1
    -3.3, 24.0%, -2.2, -4.9%, -2.1, -3.0%, ?
> COc1ccc(-c2c(C(C)=O)c(C)nc3sc4c(=O)n(-c5ccc(C)cc5)nnc4c23)cc1
    1.8, 0.8%, -0.7, -5.0%, -1.8, -0.2%, -25.8%
> CCOC(=O)c1c(S(=O)(=O)N2CCCC(C(=O)Nc3ncccc3C)C2)c(C)n(C)c1C (stereo not given)
    1.4, -6.0%, 0.9&18.5, 2.7%&-1.6%, 16.0, 5.2%, -1.1%
> O=c1c2nnn(Cc3ccc(Cl)cc3)c2ncn1Cc1ccc(F)cc1
    -1.8, -2.1%, -15.0, -1.5%, -0.8, 6.4%, -10.7%
> CCN1C(=O)C(=O)N(CC(=O)Nc2cc(C)ccc2C)C1=O
    ., -3.1%, ?, -8.6%, ., ., -18.6%
> O=Cc1sc(=O)n(Cc2cccc(C(=O)O)c2)c1Cl
    2.4, -9.4%, ?, -2.3%, -0.7, -6.0%, -29.9%
> Cc1nc(SCC(=O)c2ccc(F)c(F)c2)[nH]c(=O)c1Oc1ccc(F)cc1
    -4.7, 31.3%[activator], -11.4, -7.2%, 2.6, -2.3%, -35.5%
> CS(=O)(=O)N(CCc1ccccc1)CC(=O)Nc1ccc2c(c1)OCO2
    -11.3, 0.9%, 14.2, -8.8%, 7.5, -6.5%, .
> O=C(c1cccc(COCC(F)(F)C(F)F)c1)N1CCN(c2ccccc2)CC1
    13.9, -3.2%, 65.4, 4.0%, 9.2, -2.6%, .
> Cc1cc(NS(=O)(=O)c2ccc(NC(=S)NCc3ccccc3)cc2)no1
    -8.6, -8.2%, -7.3, -6.9%, -3.2, 2.8%, -27.6%
> Cn1nc(C(C)(C)C)cc1C(=O)NNC(=O)c1ccccc1Cl
    -5.2, 52.0%[activator], -36.5, 10.0%, 0.7, 4.8%, 2.6%
> CCOc1ccc(C2C(C#N)=C(N)N3C(=C2C#N)Sc2ccccc23)cc1 (stereo not given)
    65.2*, 3.3%, ., ?, 26.3*, -6.7%, -40.1%
> CCOC(=O)c1ccc(NC(=S)NCC(O)c2ccccc2)cc1 (stereo not given)
    -16.2, -5.5%, -33.9, -0.9%, -5.5, 2.0%, -40.4%
> Cc1cnc(C(=O)OCC(=O)Nc2cccc(S(=O)(=O)N3CCOCC3)c2)cn1
    ., 17.5%, -6.6, ., ., ., -46.5%
> COC(=O)Cn1c(=NC(=O)CN2C(=O)CCC2=O)sc2cc(S(N)(=O)=O)ccc21
    -10.0, -1.7%, -13.9, -10.5%, -2.1, 0.7%, -24.7%
> COc1ccc2c(c1)CCC(C)N2C(=O)C(=O)c1c[nH]c2ccccc12 (stereo not given)
    8.6, -6.0%, 0.0, 0.5%, -1.4, -10.8%, -22.9%
> CCOc1ccc(NC(=S)Nc2ccc(Br)cc2Cl)cc1
    16.0, 8.9%, ?, ?, -1.2, -6.5%, -15.4%[2.29 µM]
> O=C(Oc1ccccc1)c1c(Cl)cccc1P(=O)(O)O
    20.9, 7.9%, 44.0, -13.9%, 21.4, 11.5%, -5.0%
> CCCNc1c(N)n(-c2ccccc2)c(=O)[nH]c1=O
    -4.2, 53.8%[activator], -16.7, -12.0%, 11.3, -23.8%, -8.9%
> CCCCCCCCCCCCCC[C@@H](O)[C@@H](O)[C@H](CO)NC(C)=O
    -6.1, ., ., ., -1.8, 1.2%, .
> CNC(=S)NNC(=O)c1ccccc1F
    43.4, 87.9%[activator], ?, -8.5%, -4.7, -18.5%, -4.1%
> CN(C)S(=O)(=O)c1cccc(NC(=O)CCCSc2ccccc2)c1
    35.4, 13.9%, -7.9, -2.2%, 1.6, -11.6%, -10.5%
